Screening data from PubChem BioAssay.
Peg3 promoter – reduces Peg3 promoter-driven luciferase expression in HeLa | 360,000 tested, 1.7% active | inhibition, % at 20 µM | HeLa PEG-Prom luciferase reporter, luminescence, overnight;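 active = inhibition of at least 50% at 20 µM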
CF NFkB block – blocks PAF-induced NF-kB reporter in cystic fibrosis cells. KKLEB NF-kB-GFP reporter, GFP fluorescence overnight. inhibition, % at 5 µM. 360,000 tested, 0.86% active. AID 588850;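 active = at least 50% inhibition at 5 µM, scaled per plate between neutral and stimulator controls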;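 also: PAF is a Pseudomonas aeruginosa culture filtrate used as stimulus; plate controls were PAF-stimulated DMSO wells for no effect and unstimulated DMSO wells for full effect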
NR2E3 ag-1 – NR2E3 (human) agonism; 320,000 tested, 0.12% active; AID 2300; inhibition of corepressor binding, % at 4.78 µM; GST-NR2E3/biotin-RetCOR TR-FRET, 1536-well;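 active = percent inhibition above the cutoff of mean plus 3 SD of all tested compounds, set per screening campaign, cut at about 20% in these data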;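 also: 0% = DMSO wells and 100% = biotin wells as full block of FRET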
Target sequence (Q9Y5X4 whole entry, looked up): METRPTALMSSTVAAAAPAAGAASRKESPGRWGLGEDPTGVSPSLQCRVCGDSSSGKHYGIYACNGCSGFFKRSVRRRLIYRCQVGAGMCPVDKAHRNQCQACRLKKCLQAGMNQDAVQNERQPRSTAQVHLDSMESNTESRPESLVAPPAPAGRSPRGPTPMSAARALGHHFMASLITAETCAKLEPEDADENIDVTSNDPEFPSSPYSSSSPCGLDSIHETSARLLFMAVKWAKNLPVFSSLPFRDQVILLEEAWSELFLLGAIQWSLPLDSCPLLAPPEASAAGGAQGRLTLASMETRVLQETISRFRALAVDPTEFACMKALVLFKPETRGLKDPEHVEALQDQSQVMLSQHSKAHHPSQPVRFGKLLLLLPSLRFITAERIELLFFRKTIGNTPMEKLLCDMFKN
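System: GST-tagged NR2E3 plus biotinylated RetCOR corepressor; Buffer or medium: pH 7.5 Tris-based buffer; Probe or stimulus: RetCOR corepressor, biotinylated, 7 nM; Doses: compound at 4.8 µM, single dose; Schedule: 5 h incubation at 4 °C; Technique: time-resolved FRET; Evaluation: percent inhibition of TR-FRET ratio; Replication: one well per compound, singlicate testing.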
Shn3 inh set2 – Schnurri-3 reporter inhibition in Clone20 osteoblasts | inhibition, % at 12.5 µM | Clone20 osteoblast Shn3 3'UTR firefly luciferase, 24 h | 360,000 tested, 0.52% active;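 active = mean inhibition of at least 75% with every replicate also reaching 75%; inconclusive = mean inhibition at least 75% but some replicate below; inactive = mean inhibition below 75%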;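 also: 0% = median of neutral control wells and 100% = pilot-screen positive control compound; some compounds past the cut are filed as inactive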
NR2E3 ag-2 – agonists of human NR2E3 nuclear receptor; Q9Y5X4; CHO-S Gal4-NCOR/VP16-NR2E3 two-hybrid, luciferase; inhibition of corepressor binding, % at 3.98 µM; 360,000 tested, 0.35% active; AID 602229;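 active = inhibition above the mean of all tested compounds plus 3 SD, cut at about 70% in these data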;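 also: 0% = DMSO with NR2E3 transfected cells and 100% = cells lacking NR2E3 construct; higher means lower luciferase signal from less NR2E3 corepressor binding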
HIF-2a inh – HIF-2a inhibition; inhibition, % at 18.8 µM; 786-0 RCC cells HIF-2a reporter, luciferase luminescence, overnight; 360,000 tested, 0.72% active; AID 624352;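 active = inhibition of the luminescence signal of 40% or more relative to plate controls, in a single-dose primary screen at 18.75 µM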
MITF TRPM1 inh – MITF TRPM1 promoter inhibition in SK-MEL-5 cells | 330,000 tested, 0.83% active | SK-MEL-5 TRPM1 promoter luciferase, 24 h | inhibition, % at 12.5 µM | AID 488899;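 active = mean inhibition across replicates of 60% or more, whatever share of single replicates reaches that level; inconclusive = some that reach 60%, reason not given; inactive = mean inhibition across replicates below 60%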; also: values of inactives mirror those of a sister screen read the other way
PDI inh – PDI (human) enzyme inhibition. AID 588391. PDI insulin aggregation turbidity, A650, 90 min. 350,000 tested, 0.052% active. inhibition, % at 10 µM;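 active = mean inhibition across replicates of 30% or more, whatever share of single replicates reach that level; inconclusive = mean inhibition below 30% while every single replicate reaches 30%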;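 also: absorbance from insulin aggregation driven by PDI reduction with DTT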
Target sequence (P07237 whole entry, looked up): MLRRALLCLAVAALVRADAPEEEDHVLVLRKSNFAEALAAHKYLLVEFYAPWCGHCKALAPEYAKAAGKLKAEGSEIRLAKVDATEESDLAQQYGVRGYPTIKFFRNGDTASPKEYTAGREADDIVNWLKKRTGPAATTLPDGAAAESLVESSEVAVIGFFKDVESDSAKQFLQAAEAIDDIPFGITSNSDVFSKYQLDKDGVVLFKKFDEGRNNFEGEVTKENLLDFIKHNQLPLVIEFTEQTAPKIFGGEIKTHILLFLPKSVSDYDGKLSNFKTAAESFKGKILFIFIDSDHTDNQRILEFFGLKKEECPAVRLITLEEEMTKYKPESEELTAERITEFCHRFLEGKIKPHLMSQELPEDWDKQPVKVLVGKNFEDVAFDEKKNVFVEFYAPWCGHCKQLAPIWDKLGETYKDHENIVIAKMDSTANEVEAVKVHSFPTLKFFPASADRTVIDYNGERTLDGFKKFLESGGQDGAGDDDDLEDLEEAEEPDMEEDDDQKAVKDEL
KKLEB tox – reduces viability of KKLEB cystic fibrosis airway cells; KKLEB CF airway cells viability, ATPlite luminescence, overnight; stronger effect = lower value; cells stimulated with P. aeruginosa culture filtrate; activity change (cytotoxicity), % at 5 µM; 360,000 tested, 0.36% active; AID 602141;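 active = corrected activity change at or below -50% at 5 µM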
Vif inh – HIV Vif inhibition | 340,000 tested, 0.35% active | HEK293T cells, Vif self-association by quenched fluorescence, imaging, 24 h | inhibition, % at 7.49 µM; in the data active = inhibition above about 50%, passing the limit was not always enough; inconclusive = no clear call, values can overlap the other calls; inactive = below about 31%; also: some results filed as inactive read as strong as hits
CaV13 FRET inh – Primary screen for inhibitors of IQ motif and Ca2+-dependent inactivation inhibitor domain binding in CACNA1D, Förster resonance energy transfer in living cells, … | HEK cells, CFP/YFP FRET ICDI-IQ, plate reader, 10 min; percent FRET-ratio fall versus neutral wells | inhibition, % at 12.3 µM | 340,000 tested, 0.098% active | AID 743397;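 active = mean replicate inhibition of at least 30% and at least 1% of replicates passing that level; inconclusive = only one of the two criteria is met; inactive = neither criterion is met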;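 also: 0% = median of the neutral control wells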
An asterisk follows results filed as active; ? = inconclusive; · = no result given; & = joins results of further samples.

1: Cc1oc(/N=C/c2ccc(F)cc2)c(C#N)c1C
2: CCCCSc1nnc(CCC)n1N
3: CC(C)[C@H](CO)Nc1nc(NCc2ccc(S(N)(=O)=O)cc2)c2ncn(C(C)C)c2n1
4: Cc1cccn2c(=O)nc(SCC(=O)NCCc3ccccc3)nc12
5: CC1C(=O)CCC1(C(=O)O)c1ccccc1 (stereo not drawn)
6: CCn1c(SCC(=O)NC2CCCC2)nnc1C(C)NC(=O)c1ccccc1F (stereo not drawn)
7: CCOC(=O)c1c(C)[nH]c(C(=O)CN2C(=O)NC(C)(c3ccc(C)cc3)C2=O)c1C (stereo not drawn)
8: COc1cccc(N=C2CC(C)(C)CC(=O)/C2=C(/O)c2ccccc2)c1
9: Cc1ccc(CS(=O)(=O)c2ncc(Cl)c(C(=O)Nc3ccc(OC(F)F)cc3)n2)cc1
10: Cc1ccc(C(=O)N2CCC(C)CC2)cc1NC1=NC2CS(=O)(=O)CC2S1 (stereo not drawn)

Compound	1	2	3	4	5	6	7	8	9	10
Peg3 promoter	8	11	21	14	4	11	3	15	106*	10
CF NFkB block	0	-5	71*	12	1	23	7	-10	94*	-12
NR2E3 ag-1	·	2	0	-2	1	0	1	-1	1	4
Shn3 inh set2	5	-15	-6	-27	11	-2	5	-19	94*	-14
NR2E3 ag-2	1	12	-11	-19	-21	-39	6	18	3	-16
HIF-2a inh	11	22	24	5	19	4	18	10	93*	8
MITF TRPM1 inh	18	7	19	3	4	-10	8	-6	81*	·
PDI inh	-3	-7	0	1	-6	-5	3	1	-2	3
KKLEB tox	1	4	-16	15	5	1	4	24	-100*	0
Vif inh	-1	-18	-1	·	-1	6	3	13	-17	8
CaV13 FRET inh	82*	-4	-8	-4	·	-3	-4	-2	-16	-5

11: COc1ccc(OC2OC3COC(C)(C)OC3C(O)C2NC(C)=O)cc1 (stereo not drawn)
12: CN(C)CC(c1ccccc1)c1ccccc1
13: CCNC(=O)CC1C(=O)N(c2ccc(OC)cc2)C(=O)N1CCOC (stereo not drawn)
14: O=C(c1cc2c(s1)CCCC2)n1cccn1
15: O=c1c(F)cn(C2CCCO2)c(=O)n1Cc1ccc(Cl)cc1 (stereo not drawn)
16: COC(=O)c1c(NC(=O)C2CCCCC2C(=O)O)sc2c1CCCCC2 (stereo not drawn)
17: O=C(O)c1ccc(Nc2nc(-c3ccc([N+](=O)[O-])cc3)nc3ccccc23)cc1
18: Cc1cccc(C)c1NC(=O)CSc1nnc(-c2ccncc2)n1Cc1ccco1
19: COc1cn(-c2ccccc2)nc1C(=O)Nc1ccc(C)cc1
20: CC1CCCC(NC(=O)CNC(=S)N(Cc2ccccc2)Cc2cccs2)C1C (stereo not drawn)

Compound	11	12	13	14	15	16	17	18	19	20
Peg3 promoter	0	17	2	-7	15	-124	16	12	-201	25
CF NFkB block	4	-7	0	8	19	15	0	-12	-13	0
NR2E3 ag-1	1	2	-1	6	0	4	·	8	2	5
Shn3 inh set2	12	-7	9	0	17	-16	26	-11	-22	7
NR2E3 ag-2	2	-31	-11	-17	30	-168	3	-16	-69	-17
HIF-2a inh	17	14	16	-15	24	-190	1	11	-274	20
MITF TRPM1 inh	-6	·	-1	-17	13	-18	8	-1	-42	0
PDI inh	-6	10	-9	-3	6	4	-6	-4	-5	11
KKLEB tox	-5	2	-9	9	0	-12	6	11	4	-2
Vif inh	3	-2	5	6	9	2	·	11	-3	6
CaV13 FRET inh	-2	-19	-20	-8	6	-5	-4	-11	-7	-2

3 entries out of the list, arranged by heavy-atom count, descending:
18: Cc1cccc(C)c1NC(=O)CSc1nnc(-c2ccncc2)n1Cc1ccco1
20: CC1CCCC(NC(=O)CNC(=S)N(Cc2ccccc2)Cc2cccs2)C1C (stereo not drawn)
14: O=C(c1cc2c(s1)CCCC2)n1cccn1

Compound	18	20	14
Peg3 promoter	12	25	-7
CF NFkB block	-12	0	8
NR2E3 ag-1	8	5	6
Shn3 inh set2	-11	7	0
NR2E3 ag-2	-16	-17	-17
HIF-2a inh	11	20	-15
MITF TRPM1 inh	-1	0	-17
PDI inh	-4	11	-3
KKLEB tox	11	-2	9
Vif inh	11	6	6
CaV13 FRET inh	-11	-2	-8

Next section.
21: Cc1ccc(S(=O)(=O)N2C[C@H]3n4c(=O)ccc(=O)n4C[C@H](OC(=O)NC4CC4)[C@@]3(O)C2)cc1
22: CC(C)N=C(NC#N)SCC(=O)NC(C)(C)C
23: CCOC(=O)C1CCCN(Cc2cn(C)nc2-c2ccc3c(c2)OCCO3)C1 (stereo not drawn)
24: O=C1C=C(NCCN2CCOCC2)CC(c2ccccc2)C1 (stereo not drawn)
25: CCOc1ccc(NC(=S)C(C#N)=C2N(C)c3ccccc3N2C)cc1
26: O=C(COC(=O)CCc1ccc(S(=O)(=O)N2CCOCC2)cc1)NCc1ccc(Cl)cc1
27: CCSc1nnc(NC(=O)Cc2ccc(OC)cc2)s1
28: COc1cccc(C(=O)N2CCN(Cc3ccccc3C(F)(F)F)CC2)c1
29: O=C(NC1CCN(S(=O)(=O)c2ccccc2)CC1)c1ccccc1
30: C/C(N)=C(/C#N)C(=O)COC(=O)C1Cc2ccccc2CN1S(C)(=O)=O (stereo not drawn)

Compound	21	22	23	24	25	26	27	28	29	30
Peg3 promoter	1	-1	2	5	4	7	-20	17	5	2&13
CF NFkB block	-4	-8	18	-5	18	-4	0	8	12	12&0
NR2E3 ag-1	·	2	7	3	-6	-1	-2	2	-2	-1
Shn3 inh set2	-2	-3	-6	-2	5	16	-8	13	5	6&11
NR2E3 ag-2	-31	-14	-4	-12	0	4	-16	14	-14	-26&3
HIF-2a inh	8	2	15	17	7	7	-42	7	-5	4&2
MITF TRPM1 inh	·	8	-4	4	-13	0	-3	-8	-9	2&-4
PDI inh	5	2	19	-3	2	8	-5	-4	-1	4&1
KKLEB tox	9	4	-14	7	-2	-3	7	-6	3	-16&-7
Vif inh	1	5	10	21	2	·	-5	-2	-7	5&1
CaV13 FRET inh	-2	0	-7	-7	8	-3	-5	-1	2	-11&-6

Random excerpt: 2 records from the list, in no set order.
24: O=C1C=C(NCCN2CCOCC2)CC(c2ccccc2)C1 (stereo not drawn)
29: O=C(NC1CCN(S(=O)(=O)c2ccccc2)CC1)c1ccccc1

Compound	24	29
Peg3 promoter	5	5
CF NFkB block	-5	12
NR2E3 ag-1	3	-2
Shn3 inh set2	-2	5
NR2E3 ag-2	-12	-14
HIF-2a inh	17	-5
MITF TRPM1 inh	4	-9
PDI inh	-3	-1
KKLEB tox	7	3
Vif inh	21	-7
CaV13 FRET inh	-7	2

Grouped by structure: the entries above with a Cl atom (three)
9: Cc1ccc(CS(=O)(=O)c2ncc(Cl)c(C(=O)Nc3ccc(OC(F)F)cc3)n2)cc1
15: O=c1c(F)cn(C2CCCO2)c(=O)n1Cc1ccc(Cl)cc1 (stereo not drawn)
26: O=C(COC(=O)CCc1ccc(S(=O)(=O)N2CCOCC2)cc1)NCc1ccc(Cl)cc1

Compound	9	15	26
Peg3 promoter	106*	15	7
CF NFkB block	94*	19	-4
NR2E3 ag-1	1	0	-1
Shn3 inh set2	94*	17	16
NR2E3 ag-2	3	30	4
HIF-2a inh	93*	24	7
MITF TRPM1 inh	81*	13	0
PDI inh	-2	6	8
KKLEB tox	-100*	0	-3
Vif inh	-17	9	·
CaV13 FRET inh	-16	6	-3

(list continues)
31: CSCCNC(=O)C1(C)CCN1C(=O)C/C=C/c1ccccc1 (stereo not drawn)
32: O=C(O)CNS(=O)(=O)c1cc(Cl)c(Cl)cc1Cl
33: O=C(CO/N=C/c1ccccc1OC(F)F)NCc1ccco1
34: COC(Cn1c(-c2cccc(S(=O)(=O)N(C)C)c2)n[nH]c1=S)OC
35: O=C(NN1C(=O)C2CC=C(Cl)CC2C1=O)c1ccncc1 (stereo not drawn)
36: CCOC(=O)c1c(NC(=O)N/N=C/c2ccccc2OCC)sc(C(C)=O)c1C
37: Cc1cc(NC(=O)c2cc(CC(C)C)on2)no1
38: CCN1CCN(CCCNC(=O)c2ccc3c(c2)NC(=O)c2ccccc2S3)CC1
39: COc1ccc(OC)c(NC(=O)c2ccccc2NC(=O)c2ccco2)c1
40: CSCCC(C(=O)Nc1ccc2c(c1)OCO2)N1C(=O)c2ccccc2C1=O (stereo not drawn)
41: Cc1cccc(C)c1NC(=O)CCS(=O)(=O)c1cccc2nonc12

Compound	31	32	33	34	35	36	37	38	39	40	41
Peg3 promoter	2	16	2	12	7	29	-208	1	-17	12	15
CF NFkB block	7	-17	-7	-33	8	7	15	-3	6	8	-8
NR2E3 ag-1	·	-5	1	6	-1	·	1	-3	4	0	-1
Shn3 inh set2	-5	-7	4	6	14	-1	-36	-11	2	-2	-9
NR2E3 ag-2	-4	8	-3	7	-25	-3	-36	-2	-7	-18	1
HIF-2a inh	0	-1	0	12	20	16	-234	16	-4	-3	14
MITF TRPM1 inh	·	14	3	-1	3	-8	·	·	1	-5	5
PDI inh	5	4	0	4	-3	-12	·	·	2	4	0
KKLEB tox	12	0	1	7	-5	2	-13	7	-7	-6	3
Vif inh	3	-10	4	-5	8	-4	·	-5	-1	10	?
CaV13 FRET inh	-3	-4	-7	-6	6	-8	-6	-2	-2	-3	-3
